Screening data as filed in PubChem BioAssay.
D1 PAM: potentiators of human D1 dopamine receptor. P21728. HEK293 TREx D1 cells, calcium flux, dopamine EC20 potentiation. potentiation, % at 10 µM. hit rate 0.036% among 360,000. AID 504651; in the data active = potentiation above about 30%; also: 0% is about no effect
RXFP1 ag: agonists of human relaxin receptor RXFP1; Q9HBX9; HEK293T-RXFP1 cAMP TR-FRET, 30 min; response scale: percent of porcine relaxin response, buffer zero; Potency, µM (doses to about 57.5 µM), inactives show at the highest dose activation, most hits filed as activators; hit rate 0.3% among 370,000; AID 2676; active = well fitted activation curve with a large enough effect; also: potency is read from the fitted curve at half-maximal effect; % is scaled to controls: 0 for no effect and ±100 for the full control effect; nearly all actives have a fitted effect of over 60% in size; many of its hits are not listed in these tables
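cAMP rise read by TR-FRET after 30 min, 37C compound exposure (up to 58 uM) in RXFP1-transfected HEK293 cells with Ro 20174 present. EC50 from Hill-equation fits, with 29 nM porcine relaxin as 100% and buffer as basal.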
D2 antagonist: D2 dopamine receptor (human) antagonism. AID 485344. P14416. hit rate 2% among 340,000. inhibition, % at 10 µM. HEK293 TREx D2 cells, calcium flux, dopamine EC80; in the data active = inhibition above about 30%; also: 0% is about no effect
Target sequence (P14416 whole entry, looked up): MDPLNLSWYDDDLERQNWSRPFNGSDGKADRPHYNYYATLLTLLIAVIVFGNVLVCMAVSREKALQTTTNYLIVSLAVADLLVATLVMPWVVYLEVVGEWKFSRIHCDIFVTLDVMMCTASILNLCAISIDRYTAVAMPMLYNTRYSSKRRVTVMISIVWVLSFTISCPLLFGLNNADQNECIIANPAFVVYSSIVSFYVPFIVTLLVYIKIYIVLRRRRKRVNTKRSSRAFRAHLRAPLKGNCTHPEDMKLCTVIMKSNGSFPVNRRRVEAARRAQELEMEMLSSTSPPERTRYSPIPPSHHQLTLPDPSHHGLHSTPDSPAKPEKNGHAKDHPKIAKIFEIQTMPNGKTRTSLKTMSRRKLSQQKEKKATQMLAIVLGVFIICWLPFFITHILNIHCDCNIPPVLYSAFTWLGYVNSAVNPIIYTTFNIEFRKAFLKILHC
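In this primary screen, negative modulation is detected by tracking calcium flux after an EC80 dopamine challenge in inducible HEK293 T-REx D2 cells preexposed to test compound for 180 s.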
RXFP1 antagonist: blocks the human relaxin receptor RXFP1; Q9HBX9; HEK293-RXFP1, relaxin-stimulated cAMP HTRF, 30 min; hits give low values; activity change, negative = inhibition, % at 57.5 µM; hit rate 0.59% among 350,000; AID 1259400;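 active = activity change of -60% or lower, but not beyond a set lower limit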; also: % is scaled to controls: 0 for no effect and ±100 for the full control effect
TRHR PAM: allosteric enhancers of human TRH receptor | TRHR cells, fluo-8 calcium fluorescence, EC20 TRH enhancement | P34981 | enhancement, % at 2 µM | hit rate 0.66% among 360,000; in the data active = enhancement above about 30%; also: 0% is about no effect
Target sequence (P34981 whole entry, looked up): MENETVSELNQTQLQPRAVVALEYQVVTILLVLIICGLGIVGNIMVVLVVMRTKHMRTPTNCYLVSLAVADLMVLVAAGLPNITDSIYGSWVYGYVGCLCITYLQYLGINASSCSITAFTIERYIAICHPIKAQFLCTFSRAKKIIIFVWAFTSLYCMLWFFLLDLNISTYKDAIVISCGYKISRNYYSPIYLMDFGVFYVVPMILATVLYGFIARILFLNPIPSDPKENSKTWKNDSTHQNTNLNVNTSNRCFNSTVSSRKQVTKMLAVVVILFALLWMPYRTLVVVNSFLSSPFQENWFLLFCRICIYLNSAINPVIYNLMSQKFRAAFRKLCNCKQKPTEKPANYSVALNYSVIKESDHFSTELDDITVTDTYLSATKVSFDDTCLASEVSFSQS
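TRHR-expressing cells loaded with fluo-8 calcium dye were read kinetically (ex 480/em 530) during compound addition, then stimulated with an EC20 of TRH (10 nM final). Enhancement of the Gq-mediated intracellular calcium response was scored.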
D1 agonist: activates the human D1 dopamine receptor; P21728; HEK293 T-REx D1 cells, calcium flux, agonist mode; activation, % at 2 µM; hit rate 1% among 360,000; in the data active = activation above about 30%; also: 0% is about no effect
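Inducible HEK293 T-REx D1 cells, force-coupled to calcium signalling, were plated at 4000 cells/well with tetracycline and held overnight at 30 C. After no-wash calcium dye loading, compound-evoked calcium rise over 180 s flagged agonists.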
D1 antagonist: human D1 dopamine receptor antagonism; P21728; HEK293 TREx D1 cells, calcium flux, dopamine EC80; hits give low values; activity change, negative = inhibition, % at 10 µM; hit rate 3.2% among 360,000; AID 504652; in the data active = activity change below about -30%; also: % is scaled to controls: 0 for no effect and ±100 for the full control effect
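Inducible Hek293 Trex D1 cells (tetracycline, overnight, 30 C). Calcium dye 30–90 min RT. Antagonist mode: EC80 dopamine added after 180 s compound read.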
D2 agonist: D2 dopamine receptor (human) agonism. P14416. HEK293 T-REx D2 cells, calcium flux agonist mode. activation, % at 2 µM. hit rate 0.53% among 340,000. AID 485358;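 active = activation over 3 SD above normal in the single-dose calcium agonist read, cut at about 30% in these data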; also: 0% is about no effect
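Calcium-flux readout, 1 cycle/sec over 180 s following compound pin transfer, in inducible HEK293 Trex D2 cells (force-coupled); dopamine controls included. Positive calcium responses during this window marked compounds as potential agonists.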
D2 PAM: positively modulates the human D2 dopamine receptor allosterically | P14416 | HEK293 T-REx D2, calcium flux, EC20 dopamine potentiation | potentiation, % at 10 µM | hit rate 0.34% among 340,000 | AID 485347;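 active = potentiation over 3 SD above the plate norm, cut at about 30% in these data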; also: 0% is about no effect
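Cells plated with tetracycline inducer and held overnight at 30 C; calcium dye loaded 30–90 min at room temperature; baseline taken, compound added and read 180 s; EC20 dopamine then added and read 180 s.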
* hit, by the source's call; / = not tested or not shown; & = joins results of further samples; [ ] = dose if it differs, or a comment. A portion of the library; the hit share may differ from the screen's.

SMILES	D1 PAM	RXFP1 ag	D2 antagonist	RXFP1 antagonist	TRHR PAM	D1 agonist	D1 antagonist	D2 agonist	D2 PAM
O=C(CN1C(=O)c2ccccc2C1=O)N1CCN(S(=O)(=O)c2ccccc2)CC1	14	2.3%	11	1	2	2	18	0.0	-5
O=C(Nc1nc2ccccc2n1CCN1CCOCC1)c1ccc(COc2ccccc2Br)o1	5	1.8%	-5	-10	4	2	1	-0.4	-7
CC(C)(C)SCCNC(=O)/C=C/c1cccc([N+](=O)[O-])c1	-1	0.6%	-4	-3	-1	6	2	-0.3	4
CCOC(=O)CN1C(=O)C2(OCCCO2)c2cc(Br)ccc21	-6	-0.6%	-10	-7	-1	3	-2	-0.2	3
O=C(Nc1ccc(S(=O)(=O)N2CCCC2)cc1)C1CC(=O)N(CCc2ccc(F)cc2)C1 (stereo not drawn)	-2	0.1%	16	-6	2	0	-12	0.5	8
Cc1nnc(C)n1N1C(=O)c2cccc3cccc(c23)C1=O	0	0.3%	/	2	-3	3	7	-0.6	10
COc1ccc(N(C(=O)c2snc(C(N)=O)c2N)C(C(=O)NCc2ccc(F)cc2)c2ccc(O)cc2)cc1 (stereo not drawn)	-3	0.1%	4	-22	6	8	4	0.0	24
COc1cc(S(N)(=O)=O)c(OC)cc1N	-3	7.3%	13	5	-4	6	7	2.1	9
Cc1ccc(CNCC(=O)Nc2cccc(S(=O)(=O)NC3=NCCCCC3)c2)cc1	-5	-0.3%	10	-8	-7	5	-14	1.4	9
CC(C)Cn1c(N)c(C(=O)CSc2ccc3c(c2)OCCO3)c(=O)n(C)c1=O	-7	2.0%	-8	-15	1	24	-33*	-0.5	33*
CCN(CC)CCCNC(=O)C1CCC(=O)N(c2ccc(OC)cc2)C1c1ccc(F)cc1 (stereo not drawn)	-7	0.5%	-13	2	4	3	-11	0.6	-3
CCc1ccc(NC(=O)C(Cc2ccccc2)NS(=O)(=O)c2ccc3c(c2)CCN3C(C)=O)cc1 (stereo not drawn)	-3	2.6%	/	-11	-12	4	-11	1.3	-14
COc1ccc(CC(C)N2CCN(Cc3ccccc3)CC2)cc1OC (stereo not drawn)	-6	1.1%	28	17	9	4	-2	22	-19
c1ccc(Cn2nc(-c3ccccc3)nc2-c2ccccc2)cc1	10	-0.2%	-1	-6	21	3	4	-1.2	9
CCCn1c(N)c(Sc2ccc([N+](=O)[O-])cc2)c(=O)n(CCC)c1=O	-1	0.1%	-6	4	-1	1	-1	-1.5	0
COc1cc2c(cc1OC)C1O[C@](CCCCN3C(=O)c4ccccc4C3=O)(C2)OC2=C1C(=O)CC(C)(C)C2	-2	5.9%[11.5 µM]	/	/	7	5	-8	/	/
CCN(CC)S(=O)(=O)c1cccc(C(=O)Nc2ccccc2)c1	5	1.8%	3	-3	6	5	-4	0.1	-3
CN(C)c1ccc(CNC(=O)CCS(=O)(=O)c2ccc3c(c2)n(C)c(=O)c(=O)n3C)cc1	4	12%	12	-4	2	7	10	-0.6	11
CC(=O)N1CCCN(C(=O)c2cc(COc3c(F)cccc3F)on2)CC1	-16	0.1%	-4	0	-6	3	-4	0.9	-5
COc1ccc(N(C(=O)/C=C/C(=O)Nc2cc(C)on2)C(C(=O)NC2CCCC2)c2ccccc2C)cc1 (stereo not drawn)	-4	-0.4%	3	-9	-5	0	8	1.7	-4
Cc1cc(=O)[nH]c(SCC(=O)c2ccc(C(C)C)cc2)n1	-10	-0.5%	0	-21	-9	6	-21	-0.7	0
O=C(c1ccc(N2C(=O)C3C4c5ccccc5C(c5ccccc54)C3C2=O)cc1)N1CCOCC1 (stereo not drawn)	-1	0.4%	/	-1	-3	9	20	/	/
COc1ccc(N(C)S(=O)(=O)c2cccc(C(=O)NCc3ccc(C)cc3)c2)cc1	-5	0.6%	0	-1	-20	4	-32*	0.4	-14
O=C(O)CC(c1ccc(F)cc1F)N1Cc2ccccc2C1=O (stereo not drawn)	-4	0.7%	-5	1	-3	2	7	0.0	1
O=C(NCCCNC(=O)c1ccccn1)c1ccc(Br)cc1	-5	1.4%	-9	-14	-1	-1	-6	-0.3	-5
CCOc1ccc(NC(=O)Cc2csc(COc3cccc(C)c3)n2)cc1	0	0.3%	/	5	-2	-1	4	-1.1	-3
Cc1cccc(C)c1OCC(=O)Nc1cccc(-c2nnc(-c3ccccc3)o2)c1	3	5.7%	1	-16	-4	7	-10	-0.1	7
NS(=O)(=O)c1ccc(CCNC(=O)C(=O)C2C(=O)Nc3ccccc32)cc1 (stereo not drawn)	-4	-3.2%	1	6	-3	2	0	0.6	-6
CCn1cc(Cl)c(C(=O)Nc2ccccc2C(N)=O)n1	5	0.7%	2	13	0	3	0	-0.3	16
Brc1ccc2ncc(Br)cc2c1	-1	30%	-1	5	0	-1	6	0.1	-1

D1 antagonist: hit marks shown above
canonical_smiles	D1 PAM	RXFP1 ag	D2 antagonist	RXFP1 antagonist	TRHR PAM	D1 agonist	D1 antagonist	D2 PAM
CC(C)Cn1c(N)c(C(=O)CSc2ccc3c(c2)OCCO3)c(=O)n(C)c1=O	-7	2.0%	-8	-15	1	24	-33*	33*
COc1ccc(N(C)S(=O)(=O)c2cccc(C(=O)NCc3ccc(C)cc3)c2)cc1	-5	0.6%	0	-1	-20	4	-32*	-14

Exported as labelled records: part of the list above
Structure: COc1ccc(N(C(=O)/C=C/C(=O)Nc2cc(C)on2)C(C(=O)NC2CCCC2)c2ccccc2C)cc1 (stereo not drawn)
- D1 PAM: -4
- RXFP1 ag: -0.4%
- D2 antagonist: 3
- RXFP1 antagonist: -9
- TRHR PAM: -5
- D1 agonist: 0
- D1 antagonist: 8
- D2 agonist: 1.7
- D2 PAM: -4
Structure: Brc1ccc2ncc(Br)cc2c1
- D1 PAM: -1
- RXFP1 ag: 30%
- D2 antagonist: -1
- RXFP1 antagonist: 5
- TRHR PAM: 0
- D1 agonist: -1
- D1 antagonist: 6
- D2 agonist: 0.1
- D2 PAM: -1

(further entries)
SMILES	D1 PAM	RXFP1 ag	D2 antagonist	RXFP1 antagonist	TRHR PAM	D1 agonist	D1 antagonist	D2 agonist	D2 PAM
CN(CC(=O)NC(=O)NC(C)(C)C)CC(=O)Nc1ccccc1Cl	-1	1.1%	8	4	3	3	-13	-0.3	5
O=C(CCc1nc(-c2cccs2)no1)Nc1cnc2ccccc2c1	-2	17%	/	-5	3	11	-28	/	/
COc1ccc(CCN2C(=O)CSC2=Nc2ccc(C)cc2C)cc1OC	-5	-3.1%	-3	-9	1	4	-17	-0.5	7
COC(=O)Sc1nc(N2CCOCC2)c2c(c1C#N)CC(C)(C)OC2	1	8.1%	-8	15	3	1	5	0.8	19
COCCn1nnnc1C(c1cccc(C#N)c1)N1CCCCCC1 (stereo not drawn)	-6	0.5%	-20	17	-12	3	15	-0.3	6
CN1CCN(CC(=O)O)CC1	2	-0.1%	0	8	-5	3	13	0.8	-9
NS(=O)(=O)c1ccc(NC=C2C(=O)OC3(CCCCC3)OC2=O)cc1	0	0.8%	-10	13	33*	11	6	0.4	14
CC(NC(=O)c1ccccc1Cl)C(=O)Nc1ccc2c(c1)OCO2 (stereo not drawn)	2	1.3%	73*	-7	-22	1	-83*	0.3	-10
COc1cccc(-c2ccc(NC(=O)C3CCCN(Cc4cc(C)[nH]n4)C3)cc2)c1 (stereo not drawn)	3	1.5%	-8	-10	-4	3	-4	0.8	8
Cc1nccn1S(=O)(=O)c1cc([N+](=O)[O-])ccc1Cl	-6	1.8%	16	1	2	3	14	0.4	5
O=C(Nc1cccc(F)c1)/C(=C\c1cccnc1)NC(=O)c1ccco1	-5	1.5%	/	-12	1	-1	3	/	/
COc1ccc(NC(=O)Cn2c(=O)n(-c3ccccc3)c(=O)c3oc4ccccc4c32)c(OC)c1	-6	4.1%	-4	-4	1	1	-5	0.5	1
COc1ccc(NC(=O)CC2C(=O)N(c3cccc(C)c3)C(=O)N2C2CCCCC2)cc1 (stereo not drawn)	2&-3	19%&-1.7%	-16	-5	1&14	0&1	28&-6	0.0&-0.3	-4&-7
COC(=O)c1sc(S(=O)(=O)N2CCC(C(=O)O)CC2)c(C(=O)OC)c1C	-3	1.7%	-2	3	4	3	2	0.2	2
CC(CN1CCN(C)CC1)OC(=O)c1ccc(Cl)cc1Cl (stereo not drawn)	-9	3.2%	-16	28	25	28	13	0.0	24
Cc1cccc(N2CCN(C(=O)c3c(C)oc4ncnc(N5CCOCC5)c34)CC2)c1C	-3	-0.8%	/	-4	12	-1	-19	0.8	-11
CC(=O)c1ccc(NC(=O)[C@@]2(CC(=O)O)CC(/C=C/c3ccccc3)=NO2)cc1	-5	-1.1%	9	2	1	4	-1	0.2	0
O=C1CN(C(=O)c2ccc(S(=O)(=O)N3CCCC3)cc2)C(c2ccccc2)c2cc(Br)ccc2N1 (stereo not drawn)	1	2.2%	/	-18	0	6	3	0.5	14
CC(C)N(Cc1nc(-c2ccccc2)no1)C(=O)CCCN1C(=O)c2ccccc2C1=O	-6	-0.1%	1	-5	9	5	-49*	0.7	35*
CC1CN(C(=O)CN2C(=O)NC3(CCCCCCC3)C2=O)CC(C)O1 (stereo not drawn)	-9	0.6%	-5	8	-3	2	-15	1.4	13
Cn1nc(OC(=O)Nc2ccc(Cl)cc2)cc1C(F)(F)F	5	-2.4%	-17	/	1	9	-21	-0.5	10
O=C(OCC(=O)N(Cc1ccccc1)Cc1ccccc1)c1cccc(O)c1	-2	1.9%	-6	-3	6	3	10	0.1	14
Cc1cc(=O)oc2cc(OCc3cc4c(cc3Cl)OCO4)ccc12	-6	1.7%	-13	-1	-13	2	38	0.8	-7
COc1ccc(C(=O)N2N=C(c3cccs3)CC2c2ccccc2O)cc1 (stereo not drawn)	1	-0.8%	-16	-1	11	5	12	0.0	20
Cn1cnc(S(=O)(=O)N2CCN(c3cccc(C(F)(F)F)c3)CC2)c1	-6	1.3%	3	-19	0	10	-32*	0.3	2
COc1ccc(CCC(=O)NCc2cnn(C)c2)cc1	2	1.8%	-13	3	-1	2	1	0.4	3
O=C(Nc1cccc([N+](=O)[O-])c1)c1[nH]ncc1Cl	1	0.0%	-12	/	1	7	-3	2.0	1
COC(=O)c1cccc(NC(=O)CCSc2ccc(Cl)cc2)c1C	0	0.2%	18	-13	4	7	-20	-0.6	-1
COc1ccc([N+](=O)[O-])cc1/C=N/Nc1nc(N2CCCCC2)nc(N2CCCCC2)n1	0	-0.3%	0	-5	2	3	11	0.2	8
O=C(CSc1nnc(SCc2ccccc2)s1)N/N=C/C=C\c1ccco1	-2	0.1%	-2	-16	2	2	5	-0.5	1
COC(=O)Cn1cnc2c(nnn2-c2cccc(OC)c2)c1=O	-5	3.1%	17	4	3	2	-3	1.0	-4
COc1ccc(CCNC(=O)c2cc3c(=O)n4cccc(C)c4nc3n2C)cc1	-3	-1.6%	/	6	-2	0	-1	0.9	-5
CSc1cccc(N2CC(C(=O)NCCC3=CCCCC3)CC2=O)c1 (stereo not drawn)	-12	0.0%	26	0	4	1	-4	-1.1	5
